ELG1 repair inh: ELG1-dependent DNA repair inhibition; HEK293T ELG1-luciferase reporter, luminescence, 16 h; DNA damage induced by 5-fluorouridine; Potency, µM (highest dose often 46.1 µM), inactives show top-dose activity change, negative = inhibition, usual class: inhibitors; actives 2.3% (n = 330,000); AID 504467; note: potency is the fitted concentration of half-maximal effect; % is set by controls: 0 for no effect and ±100 for the full control effect; nearly all actives have a fitted effect of over 55% in size
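Quantitative HTS, concentration-response format. 2,000 cells/well co-treated with 5-fluorouridine and compound, 16 hr in 5% CO2 at 37 °C; ONE-Glo luminescence read after 30 min.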
uPA generation: cell surface uPA generation inhibition; cell surface uPA generation assay, qHTS; Potency, µM (doses to about 38.3 µM), inactives show at the highest dose activity change, negative = inhibition, usual class: inhibitors; actives 0.31% (n = 330,000); active = well fitted inhibition curve with a large enough effect; inconclusive = small, poorly fitted or top-dose-only effect; inactive = no such curve, though single readings can be large or run the other way; tested in mouse RAW 264.7 cells; note: potency is the fitted concentration of half-maximal effect; % is set by controls: 0 for no effect and ±100 for the full control effect; nearly all actives have a fitted effect of over 55% in size
TSHR antagonist: antagonists of human thyroid stimulating hormone receptor; P16473; TSHR-expressing cells, TSH-stimulated cAMP HTRF, 2 h; active compounds read low; activity change, negative = inhibition, % at 11.5 µM; actives 0.2% (n = 330,000); AID 504810;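 active = activity change below a set negative limit, meaning inhibition stronger than a set level, cut at about -70% in these data; inconclusive = activity change between two set negative limits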; note: % is set by controls: 0 for no effect and ±100 for the full control effect
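Freshly harvested TSHR cells receive pin-tooled compound, then EC80 TSH at 4nM final. After 2 hours at 37 deg C, antibody in lysis buffer and cAMP-d2 are added; 30 minutes at ambient temperature precede the HTRF read.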
TSG101-PTAP inh: blocks PTAP/TSG101 interaction to inhibit HIV-1 budding | 340,000 tested, under 10 active | AID 493005 | Fluorescence polarization, FITC-PTAP peptide / Tsg101 binding | Potency, µM (series often up to 115 µM), for inactives: at the highest dose activity change, negative = inhibition, most hits filed as inhibitors | Q99816; active = well fitted inhibition curve with a large enough effect in the main read-out, with a control signal flat, not every such curve was filed as active; inconclusive = small, poorly fitted or top-dose-only effect, or effect the other way, or a change in a side signal; inactive = no such curve, though single readings can be large or run the other way; note: potency is the fitted concentration of half-maximal effect; % of control where 0% means no effect
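Tsg101 binding domain (10 uM final) was mixed with compound and a FITC-labeled PTAP peptide (50 nM final) in HEPES pH 7.5 buffer with NaCl, Tween 20, EDTA and TCEP; fluorescence polarization was read after 20 min at r.t.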
Mito fusion act: inhibitors of mitochondrial division or activators of mitochondrial fusion | AID 485298 | S. cerevisiae fusion-defective mutant growth rescue, CellTiterGlo 48 h | actives 0.23% (n = 320,000) | Potency, µM (highest dose often 46.1 µM), inactives show top-dose growth rescue (activation), most hits filed as activators;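 note: potency is the fitted concentration of half-maximal effect; % of control where 0% means no effect; nearly all actives have a fitted effect of over 45% in size; temperature-sensitive fusion mutants such as fzo1-1 at 37 °C on non-fermentable ethanol glycerol medium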
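Luminescent cell viability in 1536-well qHTS format served as the measure of rescued growth in ts fusion-mutant S. cerevisiae cultured on non-fermentable YPEG for 48 hours at 37C.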
Chronic BCR inh: blocks chronic active B-cell receptor signaling. AID 493014. Potency, µM (doses to about 46.1 µM), for the others: top-dose ratio change, negative = lower green/red ratio, usual class: inhibitors. actives 0.05% (n = 340,000). ABC-DLBCL IkBa-CBG/CBR reporter, luminescence ratio, 4 h; active = well fitted inhibition curve with a large enough effect in the signal ratio, with a control signal flat, not every such curve was filed as active; inconclusive = small, poorly fitted or top-dose-only effect, or effect the other way, or a change in a side signal; the % refers to the signal ratio;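 note: potency is the fitted concentration of half-maximal effect; plate controls were basal doxycycline-induced cells for no effect and cells given 10 µM MG132 for full effect; MG132 reads +100%, hits lower the ratio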
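TMD8 human ABC-DLBCL cells with doxycycline-inducible IκBα–green luciferase fusion and unfused red luciferase, in 0.5% FBS medium; compounds up to 46 uM, 4 h at 37C. Green/red luminescence ratio, filter-overlap corrected, fitted to concentration-response curves.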
B2AR arrestin: recruits beta-arrestin to the human beta2-adrenergic receptor; actives 0.02% (n = 330,000); P07550; beta-arrestin recruitment to beta2AR, cell-based reporter; Potency, µM (top dose mostly 46.1 µM), for inactives: top-dose activation, hits mostly activators;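 note: potency is the fitted concentration of half-maximal effect; 0% = DMSO controls and full agonism = EC100 isoproterenol or metaproterenol; nearly all actives have a fitted effect of over 65% in size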
TCR activator: activates T cell receptor signaling. primary human leukocytes, anti-CD3, IL-2 HTRF, 48 h. Potency, µM (highest dose often 9.22 µM), for inactives: top-dose activation of IL-2 secretion, actives largely listed as activators. 330,000 tested, under 10 active. AID 504894; note: % of control where 0% means no effect
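Readout: HTRF IL-2, Eu-cryptate/d2 antibody pair, 320nm excitation, 665nm emission. Stimulus: a-CD3 beads, no co-stimulation. Cells: primary human leukocytes. Exposure: 48 hr with compound.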
Eya2 phos inh: Eya2 (human) phosphatase inhibition. O00167. recombinant Eya2, OMFP fluorescence dephosphorylation (OMFP is methylfluorescein phosphate). Potency, µM (series often up to 76.9 µM), inactives show at the highest dose activity, negative = inhibition, usual class: inhibitors. actives 0.006% (n = 330,000); note: potency is the fitted concentration of half-maximal effect; % is set by controls: 0 for no effect and ±100 for the full control effect
Target sequence (O00167 whole entry, looked up): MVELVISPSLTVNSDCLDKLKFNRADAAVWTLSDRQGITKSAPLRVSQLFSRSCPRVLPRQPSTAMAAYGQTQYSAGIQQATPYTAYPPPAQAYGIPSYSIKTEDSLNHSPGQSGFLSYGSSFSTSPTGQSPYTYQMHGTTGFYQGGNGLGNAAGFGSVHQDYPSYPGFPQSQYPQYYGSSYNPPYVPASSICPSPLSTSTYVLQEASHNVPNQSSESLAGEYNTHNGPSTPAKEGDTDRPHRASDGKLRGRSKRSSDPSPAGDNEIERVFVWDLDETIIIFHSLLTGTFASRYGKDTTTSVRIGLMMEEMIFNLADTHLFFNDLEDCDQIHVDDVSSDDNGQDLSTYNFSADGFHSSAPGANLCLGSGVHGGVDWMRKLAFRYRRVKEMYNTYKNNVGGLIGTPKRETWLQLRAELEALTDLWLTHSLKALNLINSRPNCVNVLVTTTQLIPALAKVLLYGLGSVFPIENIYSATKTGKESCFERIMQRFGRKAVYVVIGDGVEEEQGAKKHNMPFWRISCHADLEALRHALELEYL
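Eya2 protein (added as 0.2 uM solution) was preincubated with compound for 10 min at ambient temperature in 50 mM HEPES pH 7.5, 50 mM NaCl, 5 uM MgCl2, 0.05% BSA, 1 mM DTT. OMFP (added at 50 uM) then reacted 10 min; fluorescence read at 485/525 nm.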
USP2a inh: inhibitors of human ubiquitin-specific protease USP2a; USP2 core, Ub-CHOP2 coupled fluorogenic reporter, 485/531; actives 0.01% (n = 330,000); Potency, µM (series often up to 38.3 µM), for inactives: top-dose activity change, negative = inhibition, actives largely listed as inhibitors; O75604; AID 463254;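 note: potency is the fitted concentration of half-maximal effect; plate controls were DMSO wells for no effect and full inhibition by NEM control for full effect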
Target sequence (O75604 whole entry, looked up): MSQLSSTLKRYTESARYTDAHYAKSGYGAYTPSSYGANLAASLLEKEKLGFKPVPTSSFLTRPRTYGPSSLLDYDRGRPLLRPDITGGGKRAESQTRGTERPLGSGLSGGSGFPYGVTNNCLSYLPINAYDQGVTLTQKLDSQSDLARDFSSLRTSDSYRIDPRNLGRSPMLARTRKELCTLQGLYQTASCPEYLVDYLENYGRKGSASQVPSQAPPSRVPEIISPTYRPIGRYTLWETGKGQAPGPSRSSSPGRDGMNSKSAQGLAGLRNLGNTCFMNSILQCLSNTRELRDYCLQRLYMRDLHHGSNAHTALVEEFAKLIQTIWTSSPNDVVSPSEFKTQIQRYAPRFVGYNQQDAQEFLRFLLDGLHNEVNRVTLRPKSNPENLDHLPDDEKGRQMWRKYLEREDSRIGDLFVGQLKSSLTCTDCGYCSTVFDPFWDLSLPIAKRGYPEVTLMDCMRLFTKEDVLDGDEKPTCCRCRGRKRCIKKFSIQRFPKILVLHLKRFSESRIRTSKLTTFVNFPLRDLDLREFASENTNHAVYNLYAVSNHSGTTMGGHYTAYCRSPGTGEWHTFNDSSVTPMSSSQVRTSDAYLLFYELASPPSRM
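Cell-free coupled assay: 10nM USP2 core preincubated 30min RT with compound in Tris-HCl pH 8.0/CaCl2/CHAPS buffer, then 25nM Ub-CHOP2 and 25nM reporter substrate; fluorescence (Ex 485/Em 531) read after 60min RT, normalized to NEM inhibition, concentration-response curves fitted.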
Tb PFK inh: blocks T. brucei phosphofructokinase; T. brucei PFK, ADP-Glo luminescence; AID 485367; Potency, µM (series often up to 57.5 µM), for inactives: at the top dose activity, negative = inhibition, usual class: inhibitors; actives 0.17% (n = 330,000);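 note: potency is the fitted concentration of half-maximal effect; 0% = uninhibited 1x PFK enzyme wells and -100% = no-enzyme wells; nearly all actives have a fitted effect of over 60% in size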
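PFK 1.25 nM, F6P 0.5 mM, ATP 0.1 mM, 0.1 M TEA pH 8.0, 5 mM MgCl2, 0.01% Tween20, 0.1% BSA; 45 min RT. ADP-Glo readout. qHTS titration up to 57 uM; curves fitted, compounds curve-classed.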
Starred values were filed as active, the others as inactive; ? = inconclusive; . = no result given; [ ] = another dose, or the depositor's remark. Unless noted, calls come from the whole dose curve; as a rule, active = well fitted curve in the direction sought with a large enough effect; inconclusive = small, poorly fitted or top-dose-only effect, or another doubt; inactive = no such curve, though single readings can be large; an effect the other way counts as inactive or inconclusive. Hits appear at their usual frequency; 3% or so of the library scored in one or more.

No.	SMILES	ELG1 repair inh	uPA generation	TSHR antagonist	TSG101-PTAP inh	Mito fusion act	Chronic BCR inh	B2AR arrestin	TCR activator	Eya2 phos inh	USP2a inh	Tb PFK inh
1	CN1CCN(S(=O)(=O)c2ccc(N3CCN(C(=O)c4ccccc4)CC3)nc2)CC1	-4%	-5%	-5	-4%	2%	?	0.1%	-5%	0%	6%	-5%
2	O=C(CNC1CCCCC1)NN=C(c1ccccc1)c1ccccc1	-1%	.	-3	-2%	7%	?	0.2%	-7%	-9%	0%	0%
3	Cc1ccc(NC(=O)CN2C(=O)NC(C)(C3CC3)C2=O)cc1S(=O)(=O)N1CCCCC1 (configuration not stated)	1%	0%	-4	1%	-2%	0%	0.0%	-4%	-18%	1%	-1%
4	Nn1c(SCc2cccc(F)c2)nnc1-c1cccnc1	?	4%	22	-1%	-3%	7%	0.1%	-3%	-7%	1%	-1%
5	COc1cc(-c2nc(C(=O)NC3CCN(Cc4ccccc4)CC3)cc3c2[nH]c2ccccc23)cc(OC)c1OC	?	?	-19	-1%	0%	16%	-0.5%	-2%	4%	-2%	-1%
6	COC(=O)c1sc(S(=O)(=O)N2CCN(c3ccc(OC)cc3)CC2)c(C(=O)OC)c1C	-27%	.	-27	-6%	0%	-2%	-1.0%	-16%	11%	3%	3%
7	Cc1cccc(NC(=O)COC(=O)Cc2cccc(C(F)(F)F)c2)c1C	16%	-3%	8	-2%	-2%	-8%	0.3%	-6%[46.1 µM]	3%	-1%	-2%
8	Cc1c(Cl)cccc1NS(=O)(=O)c1c(C(=O)N2CCOCC2)c(C)n(C)c1C	23%	5%	-5	-3%	3%	-14%	-0.2%	-4%	-3%	4%	-2%
9	O=c1[nH]c(-c2ccccc2F)nc2c1sc(=S)n2Cc1ccccc1	-9%	-16%	?	2%	8%	6%	2.0%	-4%[46.1 µM]	7%	1%	-2%
10	CC(=O)c1ccc(N=Nc2c(C)[nH]n(-c3ccccc3)c2=O)cc1	25%	11%	-21	-7%	5%	0%	0.0%	1%	5%	0%	-4%
11	Cc1cccc(NC(=O)CCC(=O)OCC(=O)c2ccc(Oc3ccc([N+](=O)[O-])cc3)cc2)c1	?	-3%	3	-1%	-5%	8%	-1.0%	-1%[46.1 µM]	0%	0%	9%
12	Cc1ccnc(SCC(=O)Nc2oc(-c3ccccc3)c(-c3ccccc3)c2C#N)n1	1%	-4%	46	0%	2%	13%	0.2%	1%	?	-6%	-2%
13	C[C@@H]1CN([C@H](C)CO)C(=O)Cc2cc(NC(=O)Nc3ccccc3)ccc2O[C@@H]1CN(C)Cc1ccc2c(c1)OCO2	16µM*	?	5	-6%	.	-3%	-0.7%	1%	3%	-16%	1%
14	Cn1c(CNC(=O)c2ccco2)nnc1SCC(=O)c1ccccc1	9%	4%	20	0%	-7%	0%	0.3%	2%	-7%	5%	-9%
15	C/[N+]([O-])=C/c1c(OCc2ccc(Cl)cc2Cl)ccc2ccccc12	2%	-4%	0	-2%	2%	1%	-0.3%	1%	0%	1%	-1%
16	Cc1nc(NC2CCCCC2)c2nnn(Cc3ccccc3Cl)c2n1	?	32%[activator]	-7	-8%	3%	-2%	-0.4%	7%	-5%	-1%	-6%
17	Cc1ccc(S(=O)(=O)c2c(C)cc(C)nc2Oc2cccc(C)c2C)cc1	-3%	3%	3	-3%	-7%	11%	-1.2%	-1%	7%	-3%	-2%
18	COc1ccc(-c2ccc(-c3nc4c(c(=O)[nH]c(=O)n4Cc4ccccc4)n3C)o2)c([N+](=O)[O-])c1	5.8µM*	-1%	10	0%	1%	-5%	-0.7%	1%[46.1 µM]	1%	-1%	6%
19	N#Cc1cccc2c1-c1ccccc1/C2=N/NC(N)=S	-25%	-9%	7	-2%	19%	?	?	6%	-5%	0%	14%
20	Clc1ccc(OCc2nnc(-c3ccccc3Br)o2)c(Cl)c1	?	-24%	-8	2%	-1%	?	4.2%	2%	-8%	-4%	2%
21	O=C(Nc1nc(-c2ccccc2)cs1)c1ccc(=O)[nH]c1	6%	-3%	-5	-3%	4%	8%	-0.4%	.	7%	-2%	2%
22	C=CCOC(=O)c1cn(CC)c2nc(C)ccc2c1=O	-5%	-4%	-4	-4%	16%	?	0.0%	6%	-2%	4%	0%
23	OCC1(CCOc2ccccc2)CCN(Cc2ccccc2OC(F)F)CC1	1%	-1%	8	0%	-2%	4%	-0.7%	1%	-3%	4%	2%
24	Cn1c(SCC(=O)O)nnc1-c1ccc(NC(=O)c2ccc(Cl)c(Cl)c2)cc1	0%	7%	6	-13%	-3%	-5%	0.5%	-1%	?	4%	?
25	CCn1c(Cc2ccccc2)n[nH]c1=S	14%	-4%	3	-4%	-19%	?	0.4%	1%	4%	-13%	-1%
26	Cc1ccc(C)c(NC(=S)Nc2ncccc2C)c1	?	10%	3	3%	18%	?	-0.6%	0%	2%	-2%	0%
27	Cc1cc(CNC(=O)c2ccc3oc(C(C)C)nc3c2)nn1C	25%	-1%	6	-16%	5%	?	-0.8%	2%	11%	2%	2%
28	COc1ccc(NC(=O)CC2Sc3ncnn3C2=O)cc1 (configuration not stated)	-4%	-29%	-4	-1%	0%	0%	-0.8%	-4%[46.1 µM]	4%	0%	27%
29	Cc1nn(C(=O)CCC(=O)NCc2ccccc2Cl)c2ccccc12	-1%	9%	-9	2%	-3%	-22%	0.5%	-1%	14%	0%	-3%
30	O=C(NNC(=S)Nc1ccc(Cl)cc1Cl)c1ccc(N2CCOCC2)c([N+](=O)[O-])c1	6%	5%	-33	-6%	?	-9%	0.0%	2%[46.1 µM]	-5%	-13%	4%
31	CCC1(c2ccc(Cl)cc2)NC(=O)N(Cc2ccc(C(=O)OC)cc2)C1=O (configuration not stated)	21µM*	8%	4	-3%	11%	?	0.5%	-6%	-2%	-19%	0%
32	COC(=O)N1C(=O)[C@@](c2ccccc2)(C2CCCCC2)N1C(=O)OC	0%	8.9µM*	18	1%	-1%	?	?	-6%	2%	1%	1%
33	CCOC(=O)/C=C/C(=O)OCC(=O)Nc1c(Cl)cccc1Cl	13%	0%	-1	-7%	9%	?	0.0%	2%	6%	5%	2%
34	O=C(Nc1ccncc1)c1ccc(Cl)cc1	-4%	-3%	-5	-2%	-2%	-11%	0.5%	0%	-1%	3%	5%
35	Cc1nccn1S(=O)(=O)c1ccc(Br)cc1Br	-1%	4%	-3	-9%	-2%	1%	0.0%	1%	10%	3%	7%
36	Cc1cc(/C=N/Nc2ccc([N+](=O)[O-])cn2)c(C)n1-c1cccc(C(=O)O)c1	0%	-6%	-20	-3%	-6%	?	-0.1%	-2%	-7%	0%	1%
37	Cc1cc(C)cc(NC(=O)c2ccc(CNc3c(N4CCOCC4)c(=O)c3=O)cc2)c1	6%	7%	-12	0%	-2%	-22%	-0.1%	1%	-11%	-1%	3%
38	O=C(NCc1ccco1)c1cccnc1Cl	-9%	2%	17	1%	-21%	2%	-2.0%	-4%[46.1 µM]	-4%	2%	-5%
39	C[C@@]12CCC=C[C@H]1[C@H](c1ccc(C(F)(F)F)cc1)N(Cc1ccccc1)C2=O	?	12%	-7	.	-38%[inhibitor]	-15%	-1.0%	1%	-19%	2%	4%
40	COc1ccc(N(CC(=O)Nc2cc(C)ccc2C)S(=O)(=O)c2c(C)noc2C)cc1	-9%	-9%	-13	0%	7%	-2%	-0.3%	-2%	2%	-4%	0%
41	Cc1cnc(C(=O)NNC(=O)c2ccc(Br)cc2)cn1	-1%	-7%	42	-6%	26%	-26%	-0.3%	16%	10%	-1%	8%
42	COc1ccc(CCN=C2SCC(=O)N2Cc2ccccc2)cc1OC	?	-4%	-14	1%	1%	6%	0.5%	4%	-4%	0%	-3%
43	O=C1OC(Nc2ccccn2)c2ccccc21 (configuration not stated)	-4%	1%	-2	-3%	0%	-15%	-0.3%	-11%	3%	2%	-9%
44	COC(=O)c1cc(C#N)c(=O)[nH]c1C	-3%	7%	6	-1%	0%	-2%	0.2%	4%	-17%	-4%	0%
45	CC(=O)c1cnc2nc(SCc3ccccc3C)nn2c1C	?	-1%	10	0%	6%	-2%	0.5%	-3%	1%	-1%	3%
